Source: PubChem (National Center for Advancing Translational Sciences (NCATS))
Apoferritin bind: candidate novel general anesthetic via apoferritin binding; Potency, µM (series often up to 77.5 µM), for the others: at the top dose activity change, negative = displacement, actives largely listed as inhibitors; P02791; AID 485281; apoferritin/1-aminoanthracene competitive binding, fluorescence; 350,000 tested, 0.074% active; also: potency is read from the fitted curve at half-maximal effect; % is scaled to controls: 0 for no effect and ±100 for the full control effect; nearly all actives have a fitted effect of over 20% in size
Target sequence (P02791 2-175 limits assumed): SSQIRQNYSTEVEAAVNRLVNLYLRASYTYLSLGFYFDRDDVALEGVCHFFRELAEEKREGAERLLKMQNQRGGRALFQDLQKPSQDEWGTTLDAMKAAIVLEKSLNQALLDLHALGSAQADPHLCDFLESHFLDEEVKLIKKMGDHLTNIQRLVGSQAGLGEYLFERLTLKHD
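Apoferritin-based anesthetic binding model; compound displacement of fluorescent 1-AMA measured as endpoint fluorescence after 10 minutes at room temperature, scaled to free-ligand and complex controls.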
POLH inh: inhibitors of human DNA polymerase eta | recombinant Pol eta, fluorescent DNA replication assay | Potency, µM (doses to about 114 µM), without a hit: at the highest dose activity change, negative = inhibition, hits mostly inhibitors | 390,000 tested, 1.2% active | AID 588591; also: potency is read from the fitted curve at half-maximal effect; % is scaled to controls: 0 for no effect and ±100 for the full control effect
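Fluorescent replication assay: 50 nM final substrate added after a 15 min room-temperature compound preincubation with 10 nM enzyme. Signal taken at 0 min and again at 10 min.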
BLM inh: inhibitors of human Bloom syndrome helicase BLM | P54132 | recombinant BLM DNA unwinding, fluorescence dequenching | 350,000 tested, 0.2% active | Potency, µM (titrated, usually from 56.1 µM), without a hit: at the top dose activity change, negative = inhibition, actives largely listed as inhibitors;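 also: potency is read from the fitted curve at half-maximal effect; plate controls were vehicle for no effect and no enzyme for full effect; nearly all actives have a fitted effect of over 35% in size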
Tb PGK inh: T. brucei PGK inhibition | P07378 | PGK/GAPDH coupled, Kinase-Glo luminescence, 60 min | Potency, µM (highest dose often 57.5 µM), for the others: at the top dose activity change, negative = inhibition, usual class: inhibitors | 380,000 tested, 0.043% active | AID 602233; also: potency is read from the fitted curve at half-maximal effect; % is scaled to controls: 0 for no effect and ±100 for the full control effect; nearly all actives have a fitted effect of over 60% in size
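Recombinant glycosomal PGK reaction used 1,3-bisphosphoglycerate generated in-well by GAPDH (100nM final) in 100mM TEA pH 7.6, 5mM MgCl2, 0.01% Tween-20. After 60 minutes at room temperature, ATP was read by Kinase-Glo Plus luminescence end-point.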
Pol kappa inh: DNA polymerase kappa (human) inhibition; Q9UBT6; purified Pol kappa, fluorescent DNA synthesis assay, 10 min; Potency, µM (top dose mostly 107 µM), for inactives: at the highest dose activity, negative = inhibition, actives largely listed as inhibitors; 400,000 tested, 0.53% active; AID 588579; also: potency is read from the fitted curve at half-maximal effect; % is scaled to controls: 0 for no effect and ±100 for the full control effect
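10 nM Pol kappa was preincubated with compounds for 15 min at room temperature. Reaction started with 50 nM (final) substrate. Fluorescence read kinetically at 0 and 10 min.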
APE1 inh: APE1 (human) endonuclease inhibition. P27695. recombinant APE1, TAMRA/BHQ-2 abasic DNA cleavage fluorescence. Potency, µM (series often up to 65.8 µM), inactives show at the highest dose activity change, negative = inhibition, actives largely listed as inhibitors. 350,000 tested, 0.35% active. AID 2517;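 also: potency is read from the fitted curve at half-maximal effect; plate controls were vehicle for no effect and reference inhibitor for full effect; nearly all actives have a fitted effect of over 55% in size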
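Measures dequenching upon AP-site incision of a 5'-TAMRA/3'-BHQ-2 THF-containing duplex, 50 nM; human APE1 0.75 nM after 15 min room-temperature exposure to compound; kinetic three-point read at one-minute spacing.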
RXFP1 antagonist: RXFP1 (human) relaxin receptor antagonism; Q9HBX9; HEK293-RXFP1, relaxin-stimulated cAMP HTRF, 30 min; stronger effect = lower value; activity change, negative = inhibition, % at 57.5 µM; 350,000 tested, 0.59% active; AID 1259400;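 active = activity change of -60% or lower, but not beyond a set lower limit; inconclusive = change between -60% and -40%, or beyond the set limit; inactive = change above -40%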; also: % is scaled to controls: 0 for no effect and ±100 for the full control effect
Pol iota inh: blocks human DNA polymerase iota activity; Q9UNA4; Potency, µM (doses to about 115 µM), for the others: at the top dose activity, negative = inhibition, actives largely listed as inhibitors; AID 588590; 390,000 tested, 1% active; Pol iota fluorescent replication assay, 10 min; also: potency is read from the fitted curve at half-maximal effect
Target sequence (Q9UNA4 whole entry, looked up): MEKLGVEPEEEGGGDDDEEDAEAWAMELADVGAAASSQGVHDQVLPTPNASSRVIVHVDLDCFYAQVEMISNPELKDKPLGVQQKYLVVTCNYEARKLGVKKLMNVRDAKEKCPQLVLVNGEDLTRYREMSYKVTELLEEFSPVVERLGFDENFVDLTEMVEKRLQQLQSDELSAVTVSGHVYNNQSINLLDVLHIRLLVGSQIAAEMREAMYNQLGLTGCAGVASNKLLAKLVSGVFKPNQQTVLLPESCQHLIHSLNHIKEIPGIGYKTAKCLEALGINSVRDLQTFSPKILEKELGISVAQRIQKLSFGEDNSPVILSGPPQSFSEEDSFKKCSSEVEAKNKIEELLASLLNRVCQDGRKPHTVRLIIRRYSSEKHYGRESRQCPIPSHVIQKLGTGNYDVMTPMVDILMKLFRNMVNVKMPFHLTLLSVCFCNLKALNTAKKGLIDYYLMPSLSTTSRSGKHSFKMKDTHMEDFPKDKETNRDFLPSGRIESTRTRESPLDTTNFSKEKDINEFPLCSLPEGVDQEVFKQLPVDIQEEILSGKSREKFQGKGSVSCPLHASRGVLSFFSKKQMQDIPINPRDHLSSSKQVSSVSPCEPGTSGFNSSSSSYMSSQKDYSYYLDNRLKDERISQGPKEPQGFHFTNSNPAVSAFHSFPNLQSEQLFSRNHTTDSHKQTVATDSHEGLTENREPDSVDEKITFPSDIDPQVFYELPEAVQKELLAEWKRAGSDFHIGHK
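Pol iota at 10 nM preincubated 15 min with compounds at room temperature; reaction started with fluorescent substrate, 50 nM final. Fluorescence read kinetically at 0 and 10 min; buffer-only wells as negative control.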
POLB inh: inhibitors of human DNA polymerase beta | AID 485314 | 340,000 tested, 1.3% active | Pol beta primer extension/strand displacement, fluorescence kinetic | Potency, µM (doses to about 114 µM), inactives show at the top dose activity change, negative = inhibition, hits mostly inhibitors; also: potency is read from the fitted curve at half-maximal effect; % is scaled to controls: 0 for no effect and ±100 for the full control effect
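Curves were derived by four-parameter Hill fits of normalized qHTS data. The kinetic fluorescent primer-extension read was taken at 0 and 10 min after 50 nM substrate, following a 15 min room-temperature preincubation of 10 nM enzyme with compounds.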
* marks the source's active call; other numbers are inactive results; i = inactive; ? = inconclusive; / = no result given; [ ] = another dose, or the depositor's remark. Unless noted, calls follow the shape of the dose curve; as a rule, active = well fitted curve in the direction sought with a large enough effect; inconclusive = small, poorly fitted or top-dose-only effect, or another doubt; inactive = no such curve, though single readings can be large; an effect the other way counts as inactive or inconclusive. An excerpt (hit frequency here may not be typical).

No.	SMILES	Apoferritin bind	POLH inh	BLM inh	Tb PGK inh	Pol kappa inh
1	C=CCN(c1ccccc1OC)S(=O)(=O)c1cccc(C(=O)NCC(c2ccc(OC)cc2)N2CCCC2)c1 (stereo not given)	/	-16%	/	-5%	-13%
2	COc1ccc2c(c1)C(=O)/C(=C/C=C/c1ccccc1)CC2	-3%	-4%	-27%	-2%	-15%
3	O=C(NCc1ccccc1F)C1CCCN(S(=O)(=O)c2ccc(-n3cnnn3)cc2)C1 (stereo not given)	-5%	-2%	-6%	-10%	-5%
4	Cc1cccc(-n2c(=O)c3c(c4cc(C)ccc4n3C)n(CC(=O)N3CCCC3)c2=O)c1	43%[activator]	-16%	2%	8%	-13%
5	COc1ccc(Cl)cc1NC(=O)CSc1ccc(-c2sc(C)nc2C)nn1	-13%	-6%	-5%	-2%	-1%[60.1 µM]
6	CN1C(=O)C2C=CC1C1C(=O)N(c3ccccc3)C(=O)C21 (stereo not given)	-6%	-15%	-4%	-6%	-2%
7	O=C1C2C3C=CC(C2C(=O)N1c1ccccc1O)C1C2C(=O)N(c4ccccc4O)C(=O)C2C31 (stereo not given)	-4%	-18%	2%	-11%	-13%
8	N#Cc1cnc2sc3ccccc3n2c1=N	-15%	-7%	0%	-8%	-28%

No.	APE1 inh	RXFP1 antagonist	Pol iota inh	POLB inh
1	/	1	20%	/
2	0%	-14	37%[activator]	0%
3	-8%	16	26%	-23%
4	/	/	1%	0%
5	/	-18	9%	?
6	0%	1	3%	2%
7	1%	11	1%	20%
8	1%	-3	43%[activator]	-15%

The results go on.
No.	SMILES	Apoferritin bind	POLH inh	BLM inh	Tb PGK inh	Pol kappa inh
9	COc1ccc(-n2c(=O)[nH]c3cc(C(=O)NCCc4ccc(OC)c(OC)c4)ccc3c2=O)c(OC)c1	-1%	-21%	-3%	-5%	0%
10	Cc1cc(C)cc(NC(=O)CSc2nnc(CNC(=O)c3ccco3)o2)c1	-6%	-2%	1%	i	-4%
11	Cc1cc(C(C)(C)C)cc(C)c1Cn1c2[n+](c3ccc(C(F)(F)F)cc31)CCCCC2	?	-23%	-11%	10%	-7%
12	COc1ccc(-c2noc(CC(=O)N(C)c3ccccc3F)n2)cc1	-10%	9%	0%	-8%	-1%
13	COCCn1c(SCC(=O)Nc2cccc(F)c2)nc2c([nH]c3ccccc32)c1=O	-2%	-13%	-2%	9%	-5%
14	COC(=O)C(N)Cc1ccc(O)cc1 (stereo not given)	-4%	-10%	-4%	i	1%
15	COc1ccc(C(CNC(=O)c2ccc(S(=O)(=O)N(C)C)cc2)N2CCCC2)cc1 (stereo not given)	-8%	-11%	1%	-10%	2%
16	COc1ccccc1N=c1c2c([N+](=O)[O-])cc([N+](=O)[O-])cc2n(O)n1-c1ccccc1OC	-3%	/	1%	/	/

No.	APE1 inh	RXFP1 antagonist	Pol iota inh	POLB inh
9	-18%	-6	-2%	1%
10	72%[activator]	-3	18%	34%
11	-2%	-36	52%[activator]	1%
12	/	-11	8%	18%
13	-6%	-5	4%	31%
14	-1%	-10	-21%	-1%
15	4%	-7	32%[activator]	-16%
16	-3%	/	/	-2%

Going on with the list.
No.	SMILES	Apoferritin bind	POLH inh	BLM inh	Tb PGK inh	Pol kappa inh
17	Cc1c(S(=O)(=O)Nc2cccc(Cl)c2)c(=O)n(C)c(=O)n1C	-2%	-5%	-1%	-6%	-35%
18	O=C1NC[C@@H](Cc2cccc3ccccc23)N(CCC23CC4CC(CC(C4)C2)C3)C1=O	/	-13%	/	-1%	-4%
19	COCCSc1nnc(NC(=O)C2CCCCC2)s1	-4%	-2%	0%	0%	-18%
20	CC(C)CNC(=O)c1cccc(NC(=O)Cc2ccc(Cl)cc2)c1	-3%	-2%	-4%	-6%	-21%
21	O=C(NC(=O)c1ccccc1)Nc1ccc(-n2nc(C(F)(F)F)cc2C(F)(F)F)cc1	-7%	-11%	2%	2%	-4%
22	Cc1cccc(CS(=O)(=O)Cc2ccc(C(=O)NCC3CCCO3)o2)c1 (stereo not given)	-1%	-7%	-2%	i	0%
23	CSc1nnc2n(-c3ccccc3)c(=O)c3c4c(sc3n12)CCC4	-11%	-14%	-10%	-8%	-8%
24	Cc1nn(-c2ccc(F)cc2)c(-n2cccc2)c1C(=O)NCCc1ccc(Cl)cc1	71%[activator]	-12%	-9%	3%	-23%

No.	APE1 inh	RXFP1 antagonist	Pol iota inh	POLB inh
17	3%	1	3%	11%
18	-2%	/	?	/
19	-1%	-3	10%	-10%
20	8%	2	12%	10%
21	/	-8	-8%	-3%
22	7%	-6	-8%	6%
23	2%	-3	-7%	-8%
24	/	/	22%	1%

(listing goes on)
No.	SMILES	Apoferritin bind	POLH inh	BLM inh	Tb PGK inh	Pol kappa inh
25	Cc1ccc(OCC2Cn3c(nc4c3c(=O)[nH]c(=O)n4C)O2)cc1C (stereo not given)	-6%	7%	-5%	-8%	3%
26	O=C(OCC(=O)N1CCCc2ccccc21)c1ccccc1[N+](=O)[O-]	/	-19%	/	3%	-9%
27	O=C(COc1ccccc1F)Nc1cc(S(=O)(=O)Nc2cccc(Cl)c2)ccc1O	/	-15%	/	-5%	-25%
28	O=C(NCC(=O)N(c1ccccc1F)C(C(=O)NC1CCCC1)c1ccco1)c1ccco1 (stereo not given)	-7%	3%	-1%	6%	-13%
29	CN(C(=O)COC(=O)C1COc2ccccc2O1)C1(C#N)CCCCC1 (stereo not given)	/	-4%	/	7%	-10%
30	CCSc1ncc(CO)c(N)n1	9%	11%	-4%	10%	-15%
31	Cc1cc(Nc2ccccc2)n(-c2cccc(Cl)c2)n1	-23%	-1%	-9%	4%	-14%
32	Cn1nnnc1SCC(=O)Nc1ccccc1N1CCCCC1	-4%	-16%	-1%	2%	-25%

No.	APE1 inh	RXFP1 antagonist	Pol iota inh	POLB inh
25	39%	2	3%	-25%
26	-10%	5	21%	/
27	3%	4	-1%	/
28	4%	7	10%	15%
29	2%	5	15%	/
30	1%	-2	-10%	8%
31	0%	0	15%	-2%
32	4%	-3	-5%	47%

Look-ups from the list:
RXFP1 antagonist with entry 29 stands at 5
APE1 inh with entry 27 stands at 3%

Continuation:
No.	SMILES	Apoferritin bind	POLH inh	BLM inh	Tb PGK inh	Pol kappa inh
33	CS(=O)(=O)N(CC(=O)NCCSCc1cccc(Cl)c1)c1ccccc1F	-6%	-18%	1%	-7%	-2%
34	CC(=O)Nc1ccc(NC(=O)c2cccc3ccccc23)cc1	-2%	2%	-2%	-6%	-4%
35	CCn1c(=O)c2cc(C(=O)Nc3cc(F)ccc3F)sc2c2ccccc21	4%	2%	-2%	-6%	-5%
36	COCCOc1ccc(C(F)(F)F)cc1NC(=O)Cc1ccc(S(=O)(=O)N2CCOCC2)s1	/	?	/	i	-6%
37	CCCCC(=O)Nc1ccccc1N1CCOCC1	-3%	5%	0%	-3%	-12%
38	O=S(=O)(c1ccc(-c2nnc(SCc3nnc(-c4ccccc4)o3)o2)cc1)N1CCCC1	-9%	-8%	-1%	i	-3%
39	CCN(CC)CCOc1ccccc1C(C)=O	-3%	-4%	5%	-3%	-14%
40	CC(=O)c1ccc(S(=O)(=O)N2CCN(CCOc3ccccc3)CC2)cc1	/	-25%	/	-1%	-5%

No.	APE1 inh	RXFP1 antagonist	Pol iota inh	POLB inh
33	-2%	5	18%	0%
34	47%[activator]	-2	97%[activator]	28%
35	/	/	3%	7%
36	35%	-21	21%	/
37	-2%	5	-6%	3%
38	-3%	5	-8%	15%
39	1%	2	-1%	3%
40	-6%	-2	17%	/

Ordered by the number under Apoferritin bind (smallest number first): three of the compounds above
#	SMILES	Apoferritin bind
33	CS(=O)(=O)N(CC(=O)NCCSCc1cccc(Cl)c1)c1ccccc1F	-6%
37	CCCCC(=O)Nc1ccccc1N1CCOCC1	-3%
35	CCn1c(=O)c2cc(C(=O)Nc3cc(F)ccc3F)sc2c2ccccc21	4%

The list continues:
No.	SMILES	Apoferritin bind	POLH inh	BLM inh	Tb PGK inh	Pol kappa inh
41	Cc1cccc(N2C(=O)/C(=C\c3ccc(OC(F)F)cc3)c3ccccc3C2=O)c1	-12%	-13%	-17%	7%	-8%
42	Cc1ccc(NC(=O)Cn2c(-c3nonc3N)nc3ccccc32)cc1C	-6%	-15%	-6%	-6%	-13%
43	CCN(CC)c1ccc(C(=O)NC(=S)Nc2cc(S(=O)(=O)N3CCOCC3)ccc2-n2cncn2)cc1	-6%	-8%	-4%	-4%	-6%
44	CCOc1ccc(C(CC(=O)O)NC(=O)CCCOc2ccc(Cl)cc2C)cc1 (stereo not given)	-11%	-6%	-1%	i	-2%
45	Clc1ccc(CCNc2nc3cc(Cl)c(Cl)cc3n3cnnc23)cc1	-14%	-4%	0%	i	10%
46	c1ccc(Oc2cccc(OCCCCN3CCCC3)c2)cc1	-18%	-5%	-10%	i	13%
47	O=C(C[n+]1ccc(/C=N/O)cc1)N1CCCCC1	-7%	-13%	2%	i	1%
48	O=C(Nc1ccc(N2CCCCC2)c(S(=O)(=O)Nc2ccccc2Cl)c1)c1cccnc1	/	-11%	/	i	-12%

No.	APE1 inh	RXFP1 antagonist	Pol iota inh	POLB inh
41	18%	-22	7%	15%
42	/	-4	2%	5%
43	3%	1	165%[activator]	6%
44	13%	-19	47%[activator]	13%
45	/	2	32%[activator]	21%
46	17%	-13	36%[activator]	34%
47	4%	-13	153%[activator]	27%
48	-2%	-8	-9%	/

The list continues:
No.	SMILES	Apoferritin bind	POLH inh	BLM inh	Tb PGK inh	Pol kappa inh
49	COc1cc(/C=C2\SC(=S)N(CC(=O)Nc3ccc(O)cc3)C2=O)cc(OC)c1OC	?	-17%	-6%	/	-2%
50	Cc1ccc(-c2cc(NC(=O)COc3c(C)cc(C)cc3C)on2)cc1	47%[activator]	3%	-3%	2%	15%
51	CN(Cc1cccs1)c1ncnc2sccc12	-6%	0%	-1%	2%	-4%
52	O=C(NCCCn1ccnc1)Nc1ccc(Cl)cc1Cl	-15%	11%	0%	4%	8%

No.	APE1 inh	RXFP1 antagonist	Pol iota inh	POLB inh
49	?	-9	-10%	12%
50	/	-19	8%	29%
51	2%	9	17%	-21%
52	3%	5	?	14%
